Assay outcomes as filed in PubChem BioAssay.
NOD2-RIPK2 inh – inhibitors of human NOD2-RIPK2 interaction; AID 624267; inhibition, % at 4.98 µM; O43353; CHO BLA complementation NOD2-RIPK2, CCF4 ratio; 360,000 compounds, 0.38% hits; in the data active = inhibition above about 21%;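 also: 0% = vehicle only and 100% = reference blocker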
Target sequence (O43353 whole entry, looked up): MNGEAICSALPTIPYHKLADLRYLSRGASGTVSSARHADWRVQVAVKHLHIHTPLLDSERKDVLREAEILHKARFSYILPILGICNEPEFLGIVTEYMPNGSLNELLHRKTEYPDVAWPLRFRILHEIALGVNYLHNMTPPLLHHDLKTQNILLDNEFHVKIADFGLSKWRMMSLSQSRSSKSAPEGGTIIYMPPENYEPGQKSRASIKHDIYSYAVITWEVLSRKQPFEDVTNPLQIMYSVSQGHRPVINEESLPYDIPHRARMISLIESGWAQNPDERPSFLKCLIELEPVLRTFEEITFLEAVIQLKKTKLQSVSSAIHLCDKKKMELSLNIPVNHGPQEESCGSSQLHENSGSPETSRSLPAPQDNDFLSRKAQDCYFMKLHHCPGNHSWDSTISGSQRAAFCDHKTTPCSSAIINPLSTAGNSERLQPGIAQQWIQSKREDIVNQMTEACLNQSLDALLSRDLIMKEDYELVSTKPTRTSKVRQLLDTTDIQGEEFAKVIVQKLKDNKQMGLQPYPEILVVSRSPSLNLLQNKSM
MC4R ag barr – activates human MC4R beta-arrestin recruitment. P32245. U2OS MC4R beta-arrestin complementation, luminescence; percent of melanotan II response, DMSO zero. activation, % at 8.9 µM. 360,000 compounds, 0.98% hits. AID 540308;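 active = activation above a per-plate cutoff, the mean activation of sample wells on that plate plus 3 SD, cut at about 8% in these data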
Target sequence (P32245 whole entry, looked up): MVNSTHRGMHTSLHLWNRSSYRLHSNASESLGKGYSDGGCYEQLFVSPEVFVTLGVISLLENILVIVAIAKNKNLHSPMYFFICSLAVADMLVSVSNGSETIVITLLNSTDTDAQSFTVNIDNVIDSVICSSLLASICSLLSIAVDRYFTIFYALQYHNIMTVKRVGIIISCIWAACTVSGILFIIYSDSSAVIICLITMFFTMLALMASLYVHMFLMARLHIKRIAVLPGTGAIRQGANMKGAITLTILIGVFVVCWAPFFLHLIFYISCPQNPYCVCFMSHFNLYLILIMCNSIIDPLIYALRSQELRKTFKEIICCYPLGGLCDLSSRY
TLR9-MyD88 inh – blocks human TLR9 binding to MyD88; inhibition, % at 4.98 µM; 340,000 compounds, 0.21% hits; AID 504734; CHO BLA complementation TLR9-MyD88, CCF4 FRET ratio;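 active = inhibition above the mean over all tested compounds plus 3 SD, cut at about 21% in these data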;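 also: 0% = DMSO only wells and 100% = clavulanate BLA inhibitor control wells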
Vif inh – blocks HIV Vif function. HEK293T cells, Vif self-association by quenched fluorescence, imaging, 24 h. inhibition, % at 7.49 µM. 340,000 compounds, 0.35% hits. AID 602346; in the data active = inhibition above about 50%, passing the limit was not always enough; inconclusive = no clear call, values can overlap the other calls; inactive = below about 31%; also: some results filed as inactive read as strong as hits
ABHD5-PLIN5 inh – blocks binding of human ABHD5 to perilipin-5; Q00G26+Q8WTS1; Split G. princeps luciferase complementation, luminescence, 4 h; inhibition, % at 4 µM; 360,000 compounds, 0.78% hits; AID 602281;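 active = inhibition above the mean inhibition across every tested compound plus 3 SD, cut at about 22% in these data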;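 also: 0% = DMSO only wells and the 100% control is not disclosed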
ABCB6 inh 2 – human ABCB6 transporter inhibition | AID 602162 | K562-ABCB6 porphyrin accumulation, flow cytometry, 1 h; hits give low values | 360,000 compounds, 0.19% hits | fluorescence ratio to DMSO, % at 10 µM | Q9NP58;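 active = fluorescence ratio to DMSO below 75%, the collection mean minus 3 SD; inconclusive = too few cells collected in the well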;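 also: signal is porphyrin accumulated inside mitochondria; 100% equals median channel fluorescence of DMSO control wells; lower ratio means ABCB6 inhibition with less porphyrin fluorescence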
Exocytosis inh – lytic granule exocytosis inhibition; TALL-104 LAMP-1 surface exposure, flow cytometry; cells stimulated with thapsigargin and PMA; inhibition, % at 10 µM; 360,000 compounds, 0.66% hits; AID 651702;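 active = inhibition above about 55%, limit read from the data; inconclusive = no clear call, values can overlap the other calls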
aDG glyco up – alpha-DG glycosylation activation | Pro5-aDG cells, alpha-DG glycosylation AlphaScreen (IIH6); 0% Pro5, 100% B10-LARGE cell signal | activation, % at 10 µM | 360,000 compounds, 0.22% hits;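 active = activation of at least 8% versus controls, or a plate z-score of at least 8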;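 also: Pro5 are CHO cells carrying HIG-tagged alpha-DG that lacks glycosylation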
Glyco luc inh – N-linked glycosylation inhibition; D54 ERlucT glycosylation luciferase reporter, 24 h; percent of 100 nM tunicamycin response; reporter increase, % at 12.5 µM; 360,000 compounds, 0.23% hits; AID 588692;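 active = mean luciferase reporter signal, scaled so untreated is 0 and the glycosylation-blocking control 100, at or above a set limit in every replicate; inconclusive = mean reaches the limit but not every replicate does; inactive = mean below the limit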;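 also: luciferase carries N-glycosylation sites so blocking glycosylation raises the light; 0% = median of neutral control wells and 100% = median of 100 nM tunicamycin wells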
MC4R antag cAMP – human MC4R antagonism in cAMP assay; 360,000 compounds, 0.48% hits; MC4R-expressing cells, MTII-stimulated cAMP, LANCE TR-FRET; AID 540295; inhibition, % at 6.5 µM; P32245;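 active = inhibition above its plate's cutoff, the mean of tested wells on that plate plus 3 SD, cut at about 29% in these data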;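 also: 0% = Melanotan II alone and 100% = Melanotan II plus saturating MCL0020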
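System: U2OS-MC4R stable cell line; Technique: Eu-cAMP/anti-cAMP TR-FRET, emission 671 nm; Repeats: single well per compound; Also added: Melanotan II; Dosing: one concentration, 6.5 µM nominal; Schedule: 30-min compound, 1-h challenge, 1-h detection, room temperature.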
* = called active by the depositor. A portion of the library, so the mix of outcomes need not match the whole.

What do the screens show for `C1CCN(C2CCN(c3nc4nonc4nc3N3CCSCC3)CC2)C1`?
NOD2-RIPK2 inh: -6.7; MC4R ag barr: -2.7; TLR9-MyD88 inh: 3.7; Vif inh: 5.3; ABHD5-PLIN5 inh: -4.5; ABCB6 inh 2: 109.0; Exocytosis inh: 0.3; aDG glyco up: 0.1; Glyco luc inh: 1.8; MC4R antag cAMP: 9.4

How did CCNC(=O)Nc1cc(S(=O)(=O)N2CCOCC2)ccc1N1CCCCC1 do in these assays?
NOD2-RIPK2 inh: 4.6; MC4R ag barr: -1.3; TLR9-MyD88 inh: -5.9; Vif inh: 14.9; ABHD5-PLIN5 inh: 2.1; ABCB6 inh 2: 90.0; Exocytosis inh: -4.5; aDG glyco up: -0.1; Glyco luc inh: 2.9; MC4R antag cAMP: -1.4

Results for Cc1ccc(C(=O)Cn2c3[n+](c4ccccc42)CC(O)CS3)cc1 (stereo not given) ?
NOD2-RIPK2 inh: -0.3; MC4R ag barr: -2.6; TLR9-MyD88 inh: 10.3; Vif inh: 2.5; ABHD5-PLIN5 inh: -0.2; ABCB6 inh 2: 94.0; Exocytosis inh: -1.5; aDG glyco up: 0.0; Glyco luc inh: -0.8; MC4R antag cAMP: 6.5

Results for O=C(COC(=O)C1CCN(S(=O)(=O)c2ccc3c(c2)OCCO3)CC1)NC1CCCCC1 ?
NOD2-RIPK2 inh: -3.0; MC4R ag barr: -2.4; TLR9-MyD88 inh: 6.0; Vif inh: -2.5; ABHD5-PLIN5 inh: 1.8; ABCB6 inh 2: 93.0; Exocytosis inh: 4.5; aDG glyco up: -0.2; Glyco luc inh: 1.8; MC4R antag cAMP: 13.3

What do the screens show for `O=C(Nc1ccc(S(=O)(=O)NCC2CCCO2)cc1)c1ccc(Cl)cc1[N+](=O)[O-]` (stereo not given)?
NOD2-RIPK2 inh: -2.4; MC4R ag barr: -3.3; TLR9-MyD88 inh: -1.4; Vif inh: 4.2; ABHD5-PLIN5 inh: -6.6; ABCB6 inh 2: 95.0; Exocytosis inh: 2.5; aDG glyco up: 0.2; Glyco luc inh: -0.2; MC4R antag cAMP: 1.8

Results for CN(C)C(CNC(=O)CCNC(=O)c1ccc(Br)cc1)c1ccco1 (stereo not given) ?
NOD2-RIPK2 inh: 1.2; MC4R ag barr: -3.2; TLR9-MyD88 inh: -0.3; Vif inh: -4.2; ABHD5-PLIN5 inh: -0.6; ABCB6 inh 2: 101.0; Exocytosis inh: 1.9; aDG glyco up: 0.1; Glyco luc inh: -1.7; MC4R antag cAMP: 3.1

Results for OCCC1CN(CC#Cc2ccccc2)CCN1Cc1ccccc1F (stereo not given) ?
NOD2-RIPK2 inh: 7.5; MC4R ag barr: 1.3; TLR9-MyD88 inh: 3.6; Vif inh: -10.9; ABHD5-PLIN5 inh: 8.2; ABCB6 inh 2: 102.0; Exocytosis inh: 20.1; aDG glyco up: 0.0; Glyco luc inh: -1.5; MC4R antag cAMP: 0.4

Results for Cc1ccccc1Cn1c(-c2ccc(=O)[nH]c2)nc2ccccc21 ?
NOD2-RIPK2 inh: 5.8; MC4R ag barr: -0.4; TLR9-MyD88 inh: 0.5; Vif inh: -0.8; ABHD5-PLIN5 inh: -7.1; ABCB6 inh 2: 95.0; Exocytosis inh: -2.8; aDG glyco up: -0.1; Glyco luc inh: 4.8; MC4R antag cAMP: 9.2

What do the screens show for `CC(C)CNC(=O)c1cccc2c(-c3cccc(C(N)=O)c3)coc12`?
NOD2-RIPK2 inh: 13.2; MC4R ag barr: -2.2; Vif inh: -5.5; ABHD5-PLIN5 inh: -2.9; ABCB6 inh 2: 95.0; Exocytosis inh: -7.7; aDG glyco up: 0.9; Glyco luc inh: 0.8; MC4R antag cAMP: -0.2

How did CCCCn1c(N)c(N(CCOC)C(=O)c2ccc(N3CCCC3=O)cc2)c(=O)[nH]c1=O do in these assays?
NOD2-RIPK2 inh: 0.3; MC4R ag barr: -1.0; TLR9-MyD88 inh: 2.3; Vif inh: 23.9; ABHD5-PLIN5 inh: -2.1; ABCB6 inh 2: 97.0; Exocytosis inh: -1.0; aDG glyco up: 0.0; Glyco luc inh: 1.2; MC4R antag cAMP: 2.1

What do the screens show for `COc1ccc(C(C)=O)cc1CSc1nnc(C)s1`?
NOD2-RIPK2 inh: 3.9; MC4R ag barr: -1.9; TLR9-MyD88 inh: -5.6; Vif inh: -0.5; ABHD5-PLIN5 inh: 0.6; ABCB6 inh 2: 100.0; Exocytosis inh: -3.0; aDG glyco up: -0.1; Glyco luc inh: 1.0; MC4R antag cAMP: 13.5

Results for O=C(NC1CCCCC1)C(c1ccccc1)n1c(=O)c(-c2ccco2)nc2ccccc21 (stereo not given) ?
NOD2-RIPK2 inh: -8.8; ABHD5-PLIN5 inh: 86.5*; Exocytosis inh: 4.8; aDG glyco up: -0.1

What do the screens show for `COc1ccc(C(CCN2CCCC2)c2c(O)cc(OC)cc2OC)cc1` (stereo not given)?
NOD2-RIPK2 inh: -3.6; MC4R ag barr: 2.0; TLR9-MyD88 inh: -7.8; Vif inh: 3.7; ABHD5-PLIN5 inh: -2.4; ABCB6 inh 2: 99.0; Exocytosis inh: -3.3; aDG glyco up: -0.1; Glyco luc inh: -1.0; MC4R antag cAMP: 3.7

Results for CCOc1ccc(N2C(=O)Nc3ccccc3C2(O)C(=O)NCc2ccco2)cc1 (stereo not given) ?
NOD2-RIPK2 inh: 9.1; MC4R ag barr: 1.3; TLR9-MyD88 inh: -5.2; Vif inh: -4.1; ABHD5-PLIN5 inh: -5.6; ABCB6 inh 2: 95.0; Exocytosis inh: 2.4; aDG glyco up: 0.3; Glyco luc inh: -0.6; MC4R antag cAMP: -2.2

What do the screens show for `CC1CCN(S(=O)(=O)c2ccc3c(c2)NC(=O)CS3)CC1`?
NOD2-RIPK2 inh: -11.9; MC4R ag barr: -3.1; TLR9-MyD88 inh: -1.1; Vif inh: 14.6; ABHD5-PLIN5 inh: -4.9; ABCB6 inh 2: 94.0; Exocytosis inh: -0.9; aDG glyco up: 0.0; Glyco luc inh: -0.9; MC4R antag cAMP: -1.8

What do the screens show for `CCc1ccc(N2CC(C(=O)OCC(=O)Nc3ccc(C#N)cc3)CC2=O)cc1` (stereo not given)?
NOD2-RIPK2 inh: 2.8; MC4R ag barr: -2.8; TLR9-MyD88 inh: -0.3; Vif inh: -2.0; ABHD5-PLIN5 inh: 0.1; ABCB6 inh 2: 95.0; Exocytosis inh: 1.9; aDG glyco up: 0.0; Glyco luc inh: -0.8; MC4R antag cAMP: -2.0

Results for Cc1nn(C)cc1N1C(=O)c2cccc3c(N)ccc(c23)C1=O ?
NOD2-RIPK2 inh: 24.3*; MC4R ag barr: -0.7; Vif inh: inactive; ABHD5-PLIN5 inh: 10.3; ABCB6 inh 2: 154.0; Exocytosis inh: 0.7; aDG glyco up: 0.0; Glyco luc inh: 1.9; MC4R antag cAMP: -20.6

Results for CC1CC(C)CN(C(=O)COC(=O)c2ccc[nH]c2=O)C1 (stereo not given) ?
NOD2-RIPK2 inh: -4.2; MC4R ag barr: 0.7; TLR9-MyD88 inh: -4.2; Vif inh: -1.6; ABHD5-PLIN5 inh: 4.3; ABCB6 inh 2: 91.0; Exocytosis inh: 9.0; aDG glyco up: 0.4; Glyco luc inh: -2.1; MC4R antag cAMP: -1.8

Results for CSc1nc(-c2ccco2)nn1S(=O)(=O)c1ccc(C)cc1 ?
NOD2-RIPK2 inh: 1.3; MC4R ag barr: 1.1; TLR9-MyD88 inh: 9.6; Vif inh: 7.5; ABHD5-PLIN5 inh: -7.4; ABCB6 inh 2: 101.0; Exocytosis inh: 5.6; aDG glyco up: 0.2; Glyco luc inh: -0.1; MC4R antag cAMP: 12.0

How did O=C(CSc1nc2cc(Cl)ccc2s1)N1CCN(C(=O)c2ccco2)CC1 do in these assays?
NOD2-RIPK2 inh: -3.6; MC4R ag barr: -1.9; TLR9-MyD88 inh: -10.0; Vif inh: -3.0; ABHD5-PLIN5 inh: 4.2; ABCB6 inh 2: 97.0; Exocytosis inh: -6.1; aDG glyco up: 0.3; Glyco luc inh: 0.0; MC4R antag cAMP: -3.3

Results for O=C1NC(=O)C2(CCCCC2C2CCCCC2)N1 (stereo not given) ?
NOD2-RIPK2 inh: -0.8; MC4R ag barr: -1.4; TLR9-MyD88 inh: -4.0; Vif inh: inconclusive; ABHD5-PLIN5 inh: -1.6; ABCB6 inh 2: 93.0; Exocytosis inh: -3.2; aDG glyco up: 0.2; Glyco luc inh: -1.1; MC4R antag cAMP: 5.2

What do the screens show for `COC(=O)c1ccc(Cn2cnc3cnccc32)cc1`?
NOD2-RIPK2 inh: 3.9; MC4R ag barr: 0.6; TLR9-MyD88 inh: 4.1; Vif inh: -5.4; ABHD5-PLIN5 inh: 9.8; ABCB6 inh 2: 97.0; Exocytosis inh: 2.7; aDG glyco up: 0.0; Glyco luc inh: 1.3; MC4R antag cAMP: 3.9

How did O=C(O)c1ccc2c(c1)C(=O)N(CCc1ccccc1)C2=O do in these assays?
NOD2-RIPK2 inh: 3.0; MC4R ag barr: -0.8; TLR9-MyD88 inh: -1.8; Vif inh: -2.7; ABHD5-PLIN5 inh: 1.5; ABCB6 inh 2: 97.0; Exocytosis inh: 0.4; aDG glyco up: 0.1; Glyco luc inh: 0.2; MC4R antag cAMP: -1.9

Results for Cc1cccc(NC(=O)Nc2ccc3c(c2)OCO3)n1 ?
NOD2-RIPK2 inh: -3.9; MC4R ag barr: 1.3; TLR9-MyD88 inh: 2.8; Vif inh: 12.3; ABHD5-PLIN5 inh: -6.1; ABCB6 inh 2: 100.0; Exocytosis inh: -11.6; aDG glyco up: -0.3; Glyco luc inh: -3.8; MC4R antag cAMP: 0.3

What do the screens show for `CC(OC(=O)c1ncc(Cl)c(Cl)c1Cl)C(=O)NC1(C#N)CCCCC1` (stereo not given)?
NOD2-RIPK2 inh: 7.3; MC4R ag barr: -6.3; TLR9-MyD88 inh: 0.4; Vif inh: 4.4; ABHD5-PLIN5 inh: 0.6; ABCB6 inh 2: 103.0; Exocytosis inh: -10.2; aDG glyco up: 0.5; Glyco luc inh: 0.5; MC4R antag cAMP: 12.6

What do the screens show for `O=C(CSc1nc2ccccc2o1)NC1CCS(=O)(=O)C1` (stereo not given)?
NOD2-RIPK2 inh: -15.2; MC4R ag barr: -1.8; TLR9-MyD88 inh: -7.3; Vif inh: -0.5; ABHD5-PLIN5 inh: -1.5; ABCB6 inh 2: 99.0; Exocytosis inh: -2.5; aDG glyco up: 0.1; Glyco luc inh: -0.1; MC4R antag cAMP: 7.1

What do the screens show for `CCc1nn(C(CC)C(=O)NCCCc2ccccc2)c(=O)c2cc3occc3n12` (stereo not given)?
NOD2-RIPK2 inh: -3.7; MC4R ag barr: 0.2; TLR9-MyD88 inh: 6.5; Vif inh: 0.3; ABHD5-PLIN5 inh: 7.6; ABCB6 inh 2: 100.0; Exocytosis inh: -0.8; aDG glyco up: 0.2; Glyco luc inh: 0.3; MC4R antag cAMP: -5.7
